GRIN3A LBD mod: modulators (binders) of human NR3A ligand-binding domain; NR3A LBD differential scanning fluorimetry, Tm shift; 0% = protein alone, 100% = glycine-bound protein; Tm shift relative to glycine control, % at 25 µM; actives 2.5% (n = 340,000); AID 1259313;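 active means melting temperature shift of at least 10% of the positive control shift, at one fixed dose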
CXCR6 inh: blocks human CXCR6 beta-arrestin recruitment. CHO-K1 PathHunter CXCR6 beta-arrestin, luminescence. O00574. AID 602244. actives 0.36% (n = 360,000). inhibition, % at 20 µM; in the data active means inhibition above about 34%, passing the limit was not always enough;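 further: antagonist mode with CXCL16 agonist at 10 nM final; 0% = 10 nM CXCL16 with DMSO and 100% = unstimulated wells without agonist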
Target sequence (O00574 whole entry, looked up): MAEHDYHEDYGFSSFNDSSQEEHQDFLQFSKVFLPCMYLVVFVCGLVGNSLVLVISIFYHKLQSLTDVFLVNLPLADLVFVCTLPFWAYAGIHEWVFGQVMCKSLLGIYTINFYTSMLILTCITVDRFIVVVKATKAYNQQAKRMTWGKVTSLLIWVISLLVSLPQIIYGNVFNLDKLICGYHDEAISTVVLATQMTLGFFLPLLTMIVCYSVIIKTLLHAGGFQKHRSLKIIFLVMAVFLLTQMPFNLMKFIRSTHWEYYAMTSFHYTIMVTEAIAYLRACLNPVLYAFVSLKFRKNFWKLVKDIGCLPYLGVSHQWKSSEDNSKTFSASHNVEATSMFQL
APOBEC3A inh: inhibitors of human APOBEC3A DNA deaminase; recombinant A3A, FAM/TAMRA ssDNA deamination fluorescence; inhibition, % at 20 µM; actives 0.41% (n = 330,000);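 active means at least 40% inhibition at 20 µM here, with at most 30% in a related deaminase screen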;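 further: plate controls were A3A with DMSO for no effect and wells lacking A3A enzyme for full effect; some results filed as inactive read as strong as hits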
CCR6 antagonist: blocks CCL20-driven beta-arrestin recruitment at human CCR6. P51684. CHO-K1 CCR6 PathHunter beta-arrestin, luminescence, CCL20-stimulated. inhibition, % at 20 µM. actives 0.49% (n = 340,000). AID 493098;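 active means compounds whose inhibition of the agonist-driven luminescence signal at 20 µM reaches about 50%, limit read from the data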;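 further: cells stimulated with CCL20 at 14 nM final; plate controls were DMSO with CCL20 for no effect and DMSO without agonist for full effect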
Target sequence (P51684 whole entry, looked up): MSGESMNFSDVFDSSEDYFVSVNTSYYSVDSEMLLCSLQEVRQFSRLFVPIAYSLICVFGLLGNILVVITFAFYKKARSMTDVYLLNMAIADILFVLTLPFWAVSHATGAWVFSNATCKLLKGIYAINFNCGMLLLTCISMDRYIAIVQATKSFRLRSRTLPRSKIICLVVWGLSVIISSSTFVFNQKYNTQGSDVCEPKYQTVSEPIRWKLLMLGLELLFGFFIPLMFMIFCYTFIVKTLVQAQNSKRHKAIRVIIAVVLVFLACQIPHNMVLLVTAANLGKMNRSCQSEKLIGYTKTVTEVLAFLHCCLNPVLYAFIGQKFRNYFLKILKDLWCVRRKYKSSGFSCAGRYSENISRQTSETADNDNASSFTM
Gli-Sufu block: blocks Gli-Sufu signaling in a luciferase reporter; Sufu-KO-LIGHT fibroblasts, Gli luciferase reporter luminescence; inhibition, % at 5 µM; actives 0.74% (n = 340,000); AID 588413;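 active means inhibition above about 55%, limit read from the data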;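 further: 0% = DMSO-treated cells and 100% = wells with medium but no cells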
A3G deaminase: inhibitors of human APOBEC3G DNA deaminase. Q9HC16. recombinant A3G, ssDNA deamination FAM/TAMRA fluorescence. inhibition, % at 20 µM. actives 0.28% (n = 330,000). AID 493012;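 active means inhibition of at least 40% at 20 µM, with no more than 30% in the related APOBEC3A deaminase screen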;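 further: plate controls were DMSO wells with A3G for no effect and wells lacking A3G enzyme for full effect; some compounds called inactive have numbers as strong as hits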
EBI2 block: EBI2 (human) antagonism | inhibition, % at 5 µM | P32249 | actives 0.81% (n = 360,000) | EBI2 beta-arrestin recruitment, luminescence, 7a,25-OHC stimulated; in the data active means inhibition above about 38%;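 further: enzyme fragment complementation signal reports receptor beta-arrestin coupling in cells; 0% = agonist plus DMSO wells and 100% = wells without agonist; some results beyond the cut were filed as inactive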
Target sequence (P32249 whole entry, looked up, the tested form may be a part): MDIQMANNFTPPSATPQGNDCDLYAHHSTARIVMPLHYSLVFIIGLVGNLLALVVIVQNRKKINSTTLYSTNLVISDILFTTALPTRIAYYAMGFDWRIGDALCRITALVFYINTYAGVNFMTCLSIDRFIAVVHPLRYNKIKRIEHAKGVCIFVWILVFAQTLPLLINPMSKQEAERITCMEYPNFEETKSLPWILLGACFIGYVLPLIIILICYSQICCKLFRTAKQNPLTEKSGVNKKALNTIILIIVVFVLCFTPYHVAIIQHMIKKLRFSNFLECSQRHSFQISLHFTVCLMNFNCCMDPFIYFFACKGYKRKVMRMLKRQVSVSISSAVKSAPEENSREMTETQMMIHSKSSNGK
MPTP block: inhibitors of mitochondrial permeability transition pore | isolated mouse mitochondria, Ca2+ swelling absorbance, 30 min | inhibition, % at 10 µM | actives 1.4% (n = 360,000) | AID 602449;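 active means inhibition of 50% or more, scaled per plate between neutral and stimulator controls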;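 further: 0% = DMSO wells given calcium and 100% = 1 mM EGTA wells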
Numbers without * were called inactive.

SMILES	GRIN3A LBD mod	CXCR6 inh	APOBEC3A inh	CCR6 antagonist	Gli-Sufu block	A3G deaminase	EBI2 block	MPTP block
COc1ccc(-c2cc(C(=O)OC3CCOC3=O)c3ccccc3n2)cc1 (centres undefined)	-13	1	0	8	2	-4	-5	2.5
Fc1ccc2nc(Nc3ccccc3)sc2c1	19*	-4	6	7	-18	-7	-13	4.6
COc1ccc(-c2cc(C)nc(SCc3cccc(C(=O)O)c3)n2)cc1	-1	10	-2	7	-4	-7	-7	-1.3
C=CCn1c(SCC(=O)Nc2cc(C)on2)nc2sc(C)c(C)c2c1=O	21*	9	0	4	-24	0	0	-0.5
O=C1CCCCCN1CP(=O)(O)CN1CCCCCC1=O	1	3	1	10	6	8	3	1.5
O=C(NCCc1c[nH]c2ccccc12)C(=O)NCC(c1cccnc1)N1CCN(c2ccccc2)CC1 (centres undefined)	-2	-14	-1	4	13	-2	32	-0.7
O=C(N/N=C/c1cccc2ccccc12)c1cccnc1	-6	2	2	4	-4	-2	7	0.6
Cc1cc(C)cc(NC(=O)c2ccc(NC3=NC4CS(=O)(=O)CC4S3)cc2)c1 (centres undefined)	-17	1	-5	5	13	-4	-8	-0.9
c1ccc2c(c1)NCC1CCCN21 (centres undefined)	1	-10	-1	-2	27	0	-5	0.1
COc1ccc(S(=O)(=O)N2c3ccccc3NC(=O)CC2C)cc1 (centres undefined)	-2	-1	-3	5	-6	-9	-14	-0.7
Cc1cccc(-c2nc(C#N)c(N3CCCCC3)o2)c1	1	2	1	11	-43	-6	-9	-0.6
COc1ccc(N(CC(=O)N2CCc3ccccc3C2)S(C)(=O)=O)cc1	2	5	-1	-3	3	-5	0	-0.1
Cc1cccc(/N=C/c2c(O)n(Cc3ccc4c(c3)OCO4)c(=O)c3ccccc23)n1	1	-2	4	1	4	-3	-6	-2.3
Cc1nn(C)c(C(=O)Nc2ccc3c(c2)OCO3)c1[N+](=O)[O-]	1	2	-2	-3	-1	-5	-15	0.8
COC(=O)C1=C(C)N(C)C(C)=C(C(=O)OC)C1c1ccccn1	-3	10	-5	34	-55	-4	-6	0.5
COc1ccc(C2C(C(=O)N3CCCCC3)CC(=O)N2c2ccc(OC)cc2)cc1 (centres undefined)	-1	-1	-8	5	1	-10	-8	-2.4
Cc1ccccc1CN1CCN(S(=O)(=O)c2ccc(F)cc2)CC1	0	4	-4	22	7	-4	8	0.1
Cc1cccc(OCC(=O)N(Cc2ccco2)c2c(N)n(Cc3ccccc3)c(=O)[nH]c2=O)c1	1	4	2	6	2	0	4	1.5
CCOc1ccccc1NC(=S)N(CCN(C)C)C(C)c1ccncc1 (centres undefined)	1	-4	-3	4	26	-5	1	-0.7
CCOc1ccc(-n2ccnc(SCC(=O)Nc3cccc(OC)c3)c2=O)cc1	-2	4	-1	3	-37	-1	-2	0.4
COc1ccc(C#Cc2c(-c3ccccc3)n(-c3ccccc3)c3ccc(CO)cc23)cc1	-3	10	-1	17	-9	-6	-9	2.7
C[C@@]12C(=O)N(c3ccc(Br)cc3)C(=O)N1[C@@H]1c3ccccc3OC[C@@H]1[C@H]2c1ccccc1	1	3	0	14	23	-2	28	0.1
COc1cccc(-c2csc3nnc(SCC(=O)NCc4cccs4)n23)c1	2	-5	-3	4	3	-6	3	-1.1
COc1ccccc1N(C)S(=O)(=O)c1ccc(C(=O)N2CCC2)cc1	0	0	-4	7	-5	-8	-15	0.0
COc1ccc(Nc2c(-c3ccco3)nc3cccc(C)n23)cc1	-3	10	-2	17	-3	-4	5	2.0
CCCn1c(=O)c2ccccc2n2c(SCC(=O)Nc3cc(C)on3)nnc12	1	8	-3	20	6	-5	-1	0.8
Cc1cccc(C)c1NC(=O)CSc1nnc(-c2ccccc2)n1Cc1ccc2c(c1)OCO2	-3	8	-2	-3	6	-4	19	2.3
CCCNC(=S)N1CCC(NC(=O)C2CCCCC2)CC1	0	-6	-1	9	7	-5	4	0.6
O=c1ccc2cc(S(=O)(=O)NCCCc3ccccc3)ccc2[nH]1	2	-41	4	2	9	-5	-9	0.9
Cc1ccc(C2CC(=O)Oc3cc(C)c(Br)c(C)c32)cc1 (centres undefined)	18*	-4	3	20	8	3	7	-2.1
CS(=O)(=O)N1CCC(C(=O)Nc2ccc3c(c2)OCO3)CC1	-1	5	-2	-10	2	-6	-5	0.5
CSc1nc(NC(C)(C)C)nc(Oc2ccc(=O)[nH]n2)n1	1	0	-3	8	-4	-6	-4	1.0
CCOC(=O)Cc1csc(Nc2ccc(Cl)cc2)n1	-4	-5	-3	13	-6	-6	-10	-0.1
Cc1cccn2c(=O)nc(SCC(=O)N3CCC(Cc4ccccc4)CC3)nc12	-3	-2	3	2	17	-2	6	7.4
Cc1ccc(C(=O)NCCOc2cccc(C)c2)cc1	-2	-10	-3	12	-42	-5	3	1.7
CCOc1ccccc1NC(=S)NCc1cccn1C	0	-2	4	5	2	1	4	-0.2
CC(=O)Nc1cccc2c1C(=O)N(c1cccc(OC(C)=O)c1)C2=O	-5	4	0	5	-5	-5	-1	0.2
COc1ccc(CCNC(=O)C/C(C)=N/NC(=O)COc2ccc(C)cc2Br)cc1OC	0	-1	-2	9	5	-12	6	-1.9
COc1ccc(N(C(C)C(=O)Nc2ccc(S(=O)(=O)N3CCCCC3)cc2)S(C)(=O)=O)cc1 (centres undefined)	-8	-3	2	17	-20	-2	0	-1.2
O=C(NCCCN1CCN(c2ccc(F)cc2)CC1)Nc1ccc([N+](=O)[O-])cc1	-4	-7	-2	32	8	-2	-11	91*
O=S(=O)(NC1=NCCCCC1)c1cccs1	-15	-4	3	-1	-12	8	-4	-1.5
CC(C)N(C(=O)COC(=O)c1ccc(O)cc1)C(C)C	1	2	-2	0	1	-7	-3	0.6
CN1CCN(CC(=O)N(C)c2nc(-c3ccccc3)cs2)CC1	-1	-4	0	27	-16	-6	-1	1.1
C=CCNC(=O)c1cnn(-c2ccccc2)c1-c1ccccc1	-5	4	-1	-4	-8	-2	-1	-0.6
COc1ccc(CC(=O)NCCS(=O)(=O)N2CCN(c3ccccc3OC)CC2)cc1	0	7	-4	2	42	-13	2	-1.7
Cc1ccc(N2CC(C(=O)N/N=C/c3cccc([N+](=O)[O-])c3)CC2=O)cc1 (centres undefined)	-4	2	-2	-5	-5	-7	-1	-0.6
COC(=O)/C(=C\Nc1ccc(Cl)cc1Cl)NC(=O)c1ccccc1	-11	9	0	3	10	-2	18	-2.3
C=CCC[C@@H](Cc1ccc(F)cc1)C(=O)OCCNC(=O)[C@H](CC=C)CC(=O)NCCO	0	-5	-3	12	4	-4	-1	-0.3
CC(C)Cc1cc(C(=O)N2N=C(C(F)F)CC2(O)C(F)F)c2ccccc2n1 (centres undefined)	-4	2	-2	5	5	-4	-10	35
COc1cccc(Nc2nc3ccccc3nc2NS(=O)(=O)c2cccs2)c1	21*	0	3	-12	17	-7	1	58*
CCOC(=O)c1c(C)c(C(=O)N2CCN(c3ccccc3)CC2)c(C)n1C	0	13	0	29	-1	-7	4	1.9
O=C(c1cc(-c2cccc(Cl)c2)on1)N1CCN(c2ccccc2)CC1	2	0	-2	7	-1	-8	-10	1.5
COc1ccc(C(=O)Nc2cccc(NC(=O)c3cccs3)c2)cc1OC	6	-16	-3	-6	4	-5	-3	0.1
COc1cccc(CNC(=O)CN2CCC(c3nc4ccc(C)cc4[nH]3)CC2)c1	-2	-1	-4	10	17	-14	3	-0.5
Cc1ccc(SCC(=O)NNC(=O)c2ccccc2)c(C)c1	3	-7	-1	-5	-10	-6	-5	-0.5
N=c1oc2ccccc2cc1C(=O)N/N=C/c1ccccc1	-3	1	-1	11	-22	3	-6	-0.6
CCc1ccc(-c2csc(NC(=O)Oc3ccccc3)n2)cc1	1	-15	0	8	-50	-2	6	2.3
CSCCC(C(=O)NCc1cccs1)N1C(=O)c2ccccc2C1=O (centres undefined)	-1	5	-3	-18	24	-2	-11	-1.2
CSc1ccccc1NC(=O)C1CCCN(S(C)(=O)=O)C1 (centres undefined)	1	-5	-8	7	-9	-11	6	0.5
CCC(=O)c1ccc(OCC(=O)Nc2nc(-c3cccnc3)cs2)cc1	0	-7	4	-6	-2	-5	-6	0.9

Other results follow:
SMILES	GRIN3A LBD mod	CXCR6 inh	APOBEC3A inh	CCR6 antagonist	Gli-Sufu block	A3G deaminase	EBI2 block	MPTP block
Cc1cccc(N(C)C(=O)CCS(=O)(=O)c2cccc3nonc23)c1	-1	3	3	4	4	0	4	-0.1
Cc1cc(C)c2c(n1)sc1c(=O)n(CC(=O)c3ccccc3)cnc12	8	11	1	13	-61	2	-3	1.7
COC(=O)c1ccc(COc2ccccc2[N+](=O)[O-])o1	0	-4	0	7	-11	-3	-1	-0.8
CN(C)C(=O)c1cn(-c2ccc(Cl)cc2)c(=O)c2ccccc12	0	-4	3	-9	3	-3	-4	-0.3
COc1ccc(C(=O)Nc2sc(C)c(-c3ccccc3)c2C#N)cc1OC	-5	13	1	5	-16	-2	14	8.9
O=C(CSc1nc2ccccc2s1)Nc1ccc2c(c1)oc1ccccc12	39*	-8	-1	18	-13	-4	-8	16
Cc1c(C(=O)O)sc(=S)n1-c1ccccc1	1	2	5	17	-1	2	-2	-0.1
Cc1noc(C)c1NC(=O)N(C)C[C@@H]1Oc2c(NC(=O)c3ccncc3)cccc2C(=O)N([C@H](C)CO)C[C@@H]1C	-1	-4	6	9	-2	6	0	-2.2
CC(NC(=O)C1CCCN(S(=O)(=O)c2cccc3nonc23)C1)c1ccccc1 (centres undefined)	-1	-6	2	3	-8	-3	-6	-1.3
CC(NC(=O)COC(=O)Cc1ccsc1)C1CC2CCC1C2 (centres undefined)	-1	1	-3	8	-3	-6	-8	-0.7
O=C(C1CCN(S(=O)(=O)N2CCOCC2)CC1)N1CCN(Cc2ccccc2)CC1	1	-31	-1	-13	-4	1	-5	1.0
COc1ccc(NC(=O)COC(=O)c2ccc3ccccc3n2)c(OC)c1	0	-2	-1	8	-3	-1	-7	-2.4
CCn1cc(C(=O)O)c(=O)c2cc(F)c(N3CCN(S(=O)(=O)c4ccc5c(c4)OCCO5)CC3)cc21	-12	6	-1	14	-5	-8	7	-3.4
CCOC(=O)C1CCCN(Cc2ccccc2C)C1 (centres undefined)	0	12	-3	7	2	-4	-10	3.0
COc1ccc(Cl)cc1NC(=O)C/C(C)=N/NC(=O)CCc1ccccc1	1	5	-4	4	-16	-9	-2	0.8
CC1CCCCN1CCCNc1ccc(C(CC(N)=O)NC(=O)c2ccccc2)cc1[N+](=O)[O-] (centres undefined)	-3	3	3	2	-5	-5	3	-0.7
O=C(NC1CCCC1)c1cc(S(=O)(=O)N2CCOCC2)c(Cl)cc1Cl	-1	16	1	21	-13	-8	-1	-2.2
CCOc1ccc(-c2n[nH]c(C)c2Oc2ccc(OC)cc2)c(O)c1	12*	9	4	12	1	-4	10	5.7
CCCn1nc(C(=O)NNC(=O)CSCC(=O)Nc2cc(C)on2)c2ccccc2c1=O	-3	-7	2	-5	-15	-5	-1	-2.5
CC1(C)Cc2cccc(OCC(=O)Nc3ccccc3F)c2O1	2	1	1	-3	20	-1	-1	-0.3
Cc1cc(C(=O)NC2CCCc3c2cnn3-c2cccc(C)c2C)no1 (centres undefined)	-1	-9	1	10	34	-2	4	2.1
O=C(CN1C(=O)C2CC=CCC2C1=O)Nc1nnc(SCc2ccc(F)cc2)s1 (centres undefined)	0	0	-3	12	-28	-3	9	0.1

Single records, as listed above. Order of values: GRIN3A LBD mod | CXCR6 inh | APOBEC3A inh | CCR6 antagonist | Gli-Sufu block | A3G deaminase | EBI2 block | MPTP block
Entry for CC(NC(=O)C1CCCN(S(=O)(=O)c2cccc3nonc23)C1)c1ccccc1 (centres undefined) = -1 | -6 | 2 | 3 | -8 | -3 | -6 | -1.3
Entry for Cc1noc(C)c1NC(=O)N(C)C[C@@H]1Oc2c(NC(=O)c3ccncc3)cccc2C(=O)N([C@H](C)CO)C[C@@H]1C = -1 | -4 | 6 | 9 | -2 | 6 | 0 | -2.2
Entry for COC(=O)c1ccc(COc2ccccc2[N+](=O)[O-])o1 = 0 | -4 | 0 | 7 | -11 | -3 | -1 | -0.8

Source: PubChem (Sanford-Burnham Center for Chemical Genomics)
